KB-V1 cytotox = kills drug-selected multidrug resistant KB-V1 cells. KB-V1 MDR cells viability, CellTiter-Glo, 72 h. actives 3.4% (n = 400,000). AID 1347076. Potency, µM (series often up to 46.1 µM), inactives show at the highest dose activity change, negative = cytotoxicity, actives largely listed as cytotoxic; further: potency means the concentration at half of the fitted maximal effect; on the % scale 0 is the no-effect control and ±100 the full control effect; nearly all actives have a fitted effect of over 60% in size
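Cytotoxicity toward P-gp-expressing KB-V1 cells was determined as loss of CellTiter-Glo luminescence after 72 h at 37 degrees C. Compounds were tested in quantitative HTS format across a concentration range, with curves fitted to normalized data.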
S2 tox = cell viability loss in ATXN counter-screen. Potency, µM (series often up to 56.7 µM), most hits filed as cytotoxic. S2 cells (HEK-293 line with an ATXN2-luciferase reporter) viability, CellTiter-Fluor protease fluorescence, 24 h. actives 0.49% (n = 400,000); further: potency means the concentration at half of the fitted maximal effect; nearly all actives have a fitted effect of over 40% in size
HT1080NT lethal = kills 2HG-producing HT-1080-NT fibrosarcoma cells; actives 1.6% (n = 360,000); HT-1080-NT fibrosarcoma viability, CellTiter-Glo ATP luminescence, 48 h; Potency, µM (series often up to 46.1 µM), for the others: at the top dose activity, negative = less viability, most hits filed as cytotoxic;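 further: NT is the 2HG producing partner of a matched IDH1 knockdown line; potency means the concentration at half of the fitted maximal effect; 0% = DMSO-treated cells and -100% = media-only wells without cells; nearly all actives have a fitted effect of over 55% in size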
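HT-1080-NT; 750 cells/well; 5% FBS RPMI; 48 h compound, 37 degrees C; CellTiter-Glo luminescence; curve fitting and curve-class assignment.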
SW480 rereplic = inducers of DNA re-replication in SW480 colon cancer cells; SW480 DNA re-replication, Hoechst DNA content imaging, 48 h; Potency, µM (top dose mostly 46.1 µM), for the others: top-dose re-replication activation, most hits filed as activators; actives 1.8% (n = 340,000); AID 624297; further: potency means the concentration at half of the fitted maximal effect; % of control where 0% means no effect; nearly all actives have a fitted effect of over 55% in size
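Image-based DNA-content assay: after two days of treatment, nuclei were labelled with the DNA dye Hoechst and imaged, and hits were compounds raising the count of nuclei showing high fluorescence intensity.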
ATXN2 expr inh = ATXN2 expression inhibition; HEK-293 ATXN2-luciferase reporter, luminescence, 24 h; actives 0.72% (n = 360,000); Potency, µM (series often up to 57 µM), inactives show at the highest dose activity change, negative = inhibition, actives largely listed as inhibitors; AID 1745845; further: potency means the concentration at half of the fitted maximal effect; on the % scale 0 is the no-effect control and ±100 the full control effect; nearly all actives have a fitted effect of over 55% in size
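ATXN2-luciferase reporter cells (luciferase flanked by upstream and downstream ATXN2 gene portions) were treated 24 h at 37 °C with compounds at up to 57 uM. SteadyGlo luminescence gave expression; GF-AFC fluorescence gave viability.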
KB-3-1 tox = KB-3-1 parental cell cytotoxicity | KB-3-1 viability, CellTiter-Glo ATP luminescence, 72 h | Potency, µM (titrated, usually from 46.1 µM), for inactives: top-dose activity change, negative = cytotoxic, usual class: cytotoxic | actives 1.4% (n = 400,000) | AID 1347075; further: potency means the concentration at half of the fitted maximal effect; on the % scale 0 is the no-effect control and ±100 the full control effect; nearly all actives have a fitted effect of over 60% in size
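Luminescent ATP read-out (CellTiter-Glo) measures survival of drug-naive KB-3-1 cells after 72 h compound exposure at 37 °C. Titration series was screened from lowest to highest concentration, with DMSO vehicle plates as background controls.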
MCF10A rereplic = DNA re-replication induction in MCF 10a cells. MCF 10A DNA re-replication, Hoechst nuclear intensity, 48 h. Potency, µM (doses to about 46.1 µM), inactives show at the top dose activity, positive = re-replication, usual class: activators. actives 2.9% (n = 350,000); further: potency means the concentration at half of the fitted maximal effect; % of control where 0% means no effect; nearly all actives have a fitted effect of over 50% in size
IL1B secr inh = inhibitors of inflammasome signaling (IL-1 beta secretion); THP-1 LPS/ATP IL-1B secretion, AlphaLISA, 16 h; stronger effect = lower value; activity change, % at 57.5 µM; actives 4.7% (n = 360,000); AID 743279; in the data active means activity change below about -50%; inconclusive means mostly about -30% to -49%; further: on the % scale 0 is the no-effect control and ±100 the full control effect
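Secreted IL-1B measured by AlphaLISA bead assay after 16 h compound exposure of THP-1 cells; compounds (final up to 57.5 uM) added 1 h before LPS (250 ng/mL) and ATP (1.25 mM) stimulation; lower signal means less secretion.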
HT1080 IDH1KD tx = HT-1080 IDH1 knockdown cell toxicity (counter line); actives 2% (n = 360,000); Potency, µM (highest dose often 46.1 µM), inactives show top-dose activity, negative = toxicity, usual class: cytotoxic; AID 686971; HT-1080 IDH1 knockdown viability, ATP luminescence, 48 h;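 further: potency means the concentration at half of the fitted maximal effect; 0% = DMSO wells and -100% = cell-free medium wells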
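IDH1KD HT-1080 cells, 750/well, RPMI + 5% FBS; compound pinned after 2 h settling; 48 h, 37 °C; CellTiter-Glo luminescence; % activity normalised to DMSO and no-cell wells; curves fitted, classed by r2 and efficacy.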
Numbers without * were called inactive; i = inactive; ? = inconclusive; / = no result given; & = joins results of further samples; [ ] = another dose, or the depositor's remark. Unless noted, the call rests on the fitted dose curve; in most records, active means well fitted curve in the direction sought with a large enough effect; inconclusive means small, poorly fitted or top-dose-only effect, or another doubt; inactive means no such curve, though single readings can be large; an effect the other way counts as inactive or inconclusive. This is a random part of the collection. Share with any hit: about 11%.

Fields – S2 tox	KB-V1 cytotox	SW480 rereplic	HT1080 IDH1KD tx	KB-3-1 tox	HT1080NT lethal	MCF10A rereplic	ATXN2 expr inh	IL1B secr inh
#1 CCOC(=O)c1sc(=NC(=O)c2cccc(C)c2)n(C)c1C
  i	2%	-2%	28%	-4%	?	-2%	43%[activator]	16
#2 CCOC(=O)c1nn(-c2ccccc2)c(=O)c2c(N)scc12
  i	6%	-5%	1%	?	2%	5%	-13%	19
#3 CC(C)(C)n1nnnc1C(c1ccncc1)N1CCN(c2ccc(O)cc2)CC1 (stereo not drawn)
  ?	-9%	3%	-18%	-12%	3%	-15%	-21%	-23
#4 CCN(CC(=O)Nc1cc(Cl)ccc1C)C(=O)CCOc1ccccc1C
  i	?	-6%	1%	12%	0%	0%	3%	-25
#5 CCN(CC)S(=O)(=O)c1ccc(N2CCOCC2)c(NC(=O)COc2ccc(OC)cc2)c1
  i	-2%	-52%[inhibitor]	0%	14%	-1%	14%	-11%	-24
#6 Cc1ccc(NC(=O)CCC(=O)NNC(=O)COc2ccc([N+](=O)[O-])cc2)cc1C
  i	?	-8%	-25%	-4%	-8%	9%	4%	38
#7 Cc1ccc(Cl)cc1N(CC(=O)NC1CCCCC1)S(C)(=O)=O
  i	8%	-3%	3%	20%	4%	18%	3%	6
#8 COc1ccc(CCC(=O)Nc2ccc(C(=O)c3ccncc3)cc2)cc1
  i	?	-2%	8%	11%	-1%	0%	-9%	16
#9 CN1CCCN(C(=O)CC(c2ccccc2)c2ccccc2)CC1
  i	-5%	-113%[inhibitor]	3%	1%	-1%	2%	/	-11
#10 CN(C)c1ccc(/C=N\S(=O)(=O)c2ccccc2)cc1
  i	-1%	0%	12%	1%	7%	-3%	3%	28
#11 Cc1ccc(CN2CCC(n3nccc3NC(=O)c3ccc4c(c3)OCO4)CC2)o1
  i	4%	-17%	0%	9%	-3%	0%	-8%	0
#12 COCCCN(C(=O)C(C)Oc1ccc(Br)cc1)c1c(N)n(Cc2ccccc2)c(=O)[nH]c1=O (stereo not drawn)
  i	-17%	-2%	-5%	10%	-8%	2%	1%	-27
#13 CCOC(=O)Cc1[nH]nc2c1C(c1ccoc1)C(C#N)=C(N)O2 (stereo not drawn)
  i	24%	4%	-11%	2%	0%	21%	-8%	?
#14 CC(C)CNC(=O)NC1(C(F)(F)F)Oc2ccccc2O1
  i	-1%	0%	-4%	3%	-10%	10%	4%	20
#15 CC(C)CC(NC(N)=O)C(=O)NCc1ccc(Cl)cc1 (stereo not drawn)
  i	?	-2%	7%	-3%	10%	-2%	5%[11.3 µM]	-2
#16 COc1ccc(CNC(=S)NCc2ccc(F)cc2)cc1
  i	-17%	-3%	12%	-17%	6%	-17%	-17%	10
#17 CC(=O)n1cc(N(C(=O)CCl)c2ccccc2)c2ccccc21
  /	?	1.6µM*	2.6µM*	?	2.6µM*	16µM*	?	-92*
#18 COC(=O)C(C)Sc1nnc(Cc2cc(=O)[nH]c(=O)[nH]2)n1-c1cccc(OC)c1 (stereo not drawn)
  i	26%	-2%	13%	11%	15%	?	5%	16
#19 Cc1ccc(/C=N/NC(=O)c2nnn(-c3nonc3N)c2CN(C)c2ccccc2)s1
  ?	-8%	-18%	13%	2%	-3%	-10%	0%	-11
#20 CCN(CC)C(=O)[C@H]1C[C@H](CC(=O)NCCN2CCOCC2)C(=O)N2CCc3c([nH]c4cc(-c5ccco5)ccc34)[C@]12C
  ?	0%	-1%	-6%	0%	-3%	-11%	12%	18
#21 Cc1csc(SCC(=O)Nc2ccc3[nH]c(=O)[nH]c3c2)n1
  i	1%	1%	10%	12%	10%	-2%	7%	9
#22 COc1ccc2c(c1OC)C(=O)OC2CC(=O)O (stereo not drawn)
  i	-2%	-3%	-4%	-6%	-1%	-2%	10%	32
#23 O=C(c1ccc(F)cc1)N1CCCC(C(=O)N2CCc3ccccc3C2)C1 (stereo not drawn)
  i	-14%	15%	-1%	-9%	3%	4%	/	-25
#24 O=C(/C=C/c1ccc(Cl)cc1Cl)N1CCN(c2ccccc2[N+](=O)[O-])CC1
  ?	-6%	?	-28%	8%	-15%	8%	-13%	-60*
#25 COC(=O)c1ccccc1NC(=O)CN1C(=O)c2ccccc2C1=O
  i	0%	-5%	12%	8%	8%	-6%	-16%	26
#26 Cn1cc(-c2cc3n(n2)CCC(=O)N3CC(=O)NCc2ccc(Cl)cc2)c2ccccc21
  i	5%	/	/	4%	/	/	-11%	/
#27 O=C(C[C@@H]1CC[C@H](NC(=O)Nc2ccc(F)cc2)[C@@H](CO)O1)NCc1cccc(F)c1
  /	8%	/	15%	9%	8%	/	/	17
#28 O=C(N/N=C/c1c[nH]c2ccccc12)c1ccn(Cc2ccc(Cl)cc2Cl)n1
  i	5%	-1%	-12%	-4%	-21%	?	9%	-7
#29 CC(C)OC(=O)CSc1nc2c(cc1C#N)CCCCC2
  i	-8%	2%	6%	-18%	11%	24%	-2%	-22
#30 CCOC(=O)c1nnn(-c2nonc2N)c1C
  i	8%	5%	2%	-7%	0%	13%	-9%	2
#31 Cc1cc(C(=O)NCCC(C)C)c2ccccc2n1
  i	-23%	-2%	0%	6%	5%	16%	8%	14
#32 Nc1cc(S(=O)(=O)O)cc([N+](=O)[O-])c1O
  ?	3%	1%	5%	1%	5%	-3%	-17%	0
#33 Cc1ccc(-n2c(=O)c3ccc(C(=O)NCc4ccccc4Cl)cc3n(Cc3ccccc3F)c2=O)cc1
  i	0%	/	/	14%	/	/	15%	/
#34 CCCn1nc(C(=O)OCC(=O)Nc2ccc(C)cc2)c2ccccc2c1=O
  i	12%	-8%	23%	?	16%	6%	0%	0
#35 CCN(C(=O)COC(=O)Cc1cccc2ccccc12)C1CCS(=O)(=O)C1 (stereo not drawn)
  i	?	-5%	9%	14%	10%	?	8%	1
#36 CCc1ccc(C2CC(=O)Nc3c2c(=O)nc2c(C)cccn32)cc1 (stereo not drawn)
  i	-3%&7%	-2%	18%	-13%&3%	25%	-4%	-4%&5%	3
#37 CCCCC(=O)NC(c1cccc([N+](=O)[O-])c1)c1ccc2cccnc2c1O (stereo not drawn)
  ?	?	?	?	?	?	?	/	91
#38 O=C(Nc1nc(-c2cccc3ccccc23)cs1)c1cnccn1
  i	?	?	-15%	1%	4%	18µM*	-12%	13
#39 COc1ccc(S(=O)(=O)N2CCCCC2)cc1NC(=O)c1cnc(C)cn1
  ?	-14%	-2%	4%	2%	4%	-3%	11%	7
#40 CCC1Sc2ccc(S(=O)(=O)CCC(=O)Nc3ccccc3Br)cc2NC1=O (stereo not drawn)
  i	0%	-1%	-1%	-14%	-7%	0%	-1%	5
#41 O=C(Nc1nnc(C2CC2)s1)c1ccc(Cl)c(S(=O)(=O)N2CCc3ccccc3C2)c1
  i	?	-3%	-12%	?	-27%	?	-18%	-22
#42 O=C(NC1CCCC1)C(C1CC1)n1c(C2CCCC2)nc2ccccc21 (stereo not drawn)
  /	?	/	3%	1%	9%	/	/	7
#43 COc1ccc(CC(C)N2CCN(c3cccc(C(F)(F)F)c3)CC2)cc1OC (stereo not drawn)
  i	18µM*	-1%	?	-22%	?	4%	-35%	-20
#44 CCOC(=O)c1ccc(NC(=O)CSc2nc3c(c(=O)n2CC)SC(C)C3)cc1 (stereo not drawn)
  i	-1%	5%	-11%	8%	0%	2%	-23%	11
#45 Cc1nc(-c2coc3cc(C)c(N=O)c(O)c3/c2=N\N)cs1
  ?	?	-4%	-4%	0%	1%	-1%	-29%	11

Grouped by structure, the entries above with a thiophene ring, fused or not (2)
Fields – S2 tox	KB-V1 cytotox	SW480 rereplic	HT1080 IDH1KD tx	KB-3-1 tox	HT1080NT lethal	MCF10A rereplic	ATXN2 expr inh	IL1B secr inh
#2 CCOC(=O)c1nn(-c2ccccc2)c(=O)c2c(N)scc12
  i	6%	-5%	1%	?	2%	5%	-13%	19
#19 Cc1ccc(/C=N/NC(=O)c2nnn(-c3nonc3N)c2CN(C)c2ccccc2)s1
  ?	-8%	-18%	13%	2%	-3%	-10%	0%	-11

Additional entries
Fields – S2 tox	KB-V1 cytotox	SW480 rereplic	HT1080 IDH1KD tx	KB-3-1 tox	HT1080NT lethal	MCF10A rereplic	ATXN2 expr inh	IL1B secr inh
#46 NC(=S)NN=Cc1nccc2ccccc12
  ?	-23%	2.9µM*	?	?	4.1µM*	?	?	109
#47 O=C(N/N=C/c1ccccc1F)NC12CC3CC(CC(C3)C1)C2
  i	2%	?	1%	-4%	7%	?	39%[activator]	7
#48 Cn1c(-n2cccc2)c(-c2c(-c3ccccc3)[nH]c3c2c(=O)n(C)c(=O)n3C)c(=O)n(C)c1=O
  i	3%	/	/	9%	/	/	10%	/
#49 Cc1ccc(OCC(=O)Nc2ccc(Cl)c(-c3nc4ccccc4[nH]3)c2)cc1C
  ?	-7%	/	/	0%	/	/	?	/
#50 O=C(CN(C(=O)CCC(=O)Nc1nccs1)c1cccc(C(F)(F)F)c1)NCC1CCCO1 (stereo not drawn)
  i	5%	1%	7%	15%	-1%	-2%	-16%	-4
#51 Brc1ccc(-c2csc(N3CCc4ccccc4C3)n2)cc1
  i	18%	6%	0%	20%	-4%	-13%	3%	59
#52 O=C(c1cc2cc(Cl)ccc2o1)N1CCCCCC1
  i	?	-7%	15%	-8%	12%	13%	56%[activator]	-24
#53 CCOc1ccc(C(=O)c2cn(CC(=O)Nc3ccc(F)c(F)c3)c3cc4c(cc3c2=O)OCCO4)cc1
  i	-5%	/	/	-21%	/	/	-27%	/
#54 COc1cccc(C(c2nnnn2Cc2ccco2)N2CCN(c3cccc(C)c3C)CC2)c1OC (stereo not drawn)
  i	?	?	-12%	-4%	-8%	14%	-12%	-2
#55 CCN1CCN(C(=O)c2ccc3c(c2)N(Cc2ccc(Cl)cc2)C(=O)c2ccccc2S3(=O)=O)CC1
  i	-16%	/	/	9%	/	/	?	/
#56 CCOC(=O)c1sc(NC(=O)CNC(=O)Cn2cnc3sc(C)c(C)c3c2=O)nc1C
  i	?	-1%	1%	0%	1%	-2%	-5%	3

Bioassay records from PubChem.
